# Assay outcomes as filed in PubChem BioAssay.
# Phagocyt inh: blocks phagocytosis by macrophages. inhibition, % at 5 µM. AID 1029. J774A.1 macrophage IgG-bead phagocytosis, imaging. 110,000 compounds, 0.07% hits;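 active = inhibition above the mean of the plate negative controls plus 5 SD, cut at about 13% in these data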;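 note: phagocytic index as fraction of beads internalized from green versus red external bead signal; plate controls were DMSO negative control for no effect and cytochalasin-D positive control for full effect; some results beyond the cut were filed as inactive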
# PTEN del growth: PTEN-deleted cell growth suppression; HCT116 PTEN-null viability, CellTiter-Glo, 60 h; hits give low values; viability, % at 10 µM; 140,000 compounds, 1.2% hits;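 active = viability at or below a set limit, 4 SD under the median of all tested compounds, cut at about 3.7% in these data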;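 note: PTEN knockout HCT116 line with beta catenin targeted HCT116 as companion control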
# Yeast growth inh: reduces growth of yeast BB579 in restrictive medium. inhibition, % at 10 µM. S. cerevisiae BB579 growth, OD615, 48 h. 140,000 compounds, 0.51% hits;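 active = inhibition above a set limit, 3 SD over the mean compound inhibition, cut at about 44% in these data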; note: inactives centre near -24
#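 Test system: S. cerevisiae DeaD strain BB579 yeast; Medium: restrictive CSMM-D medium; Compound: one dose, 10 µM compound with 0.25% DMSO; Incubation: 4 h cell preincubation, 48 h compound exposure, 30 °C humidified; Signal: OD at 615 nm; Benchmarks: amphotericin B at 10 µg/mL as positive control.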
# E-sel TNF inh: blocks E-selectin expression induced by TNF alpha; inhibition, % at 2 µM; 120,000 compounds, 0.71% hits; HUVEC TNFa-induced E-selectin immunofluorescence, high content;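 active = inhibition above the batch mean plus 3 SD, and confirmed as a hit on visual image review, cut at about 43% in these data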;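 note: 0% = TNF-stimulated DMSO wells and 100% = unstimulated control wells; not every result past the cut was called active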
# GALR2 antag: GALR2 (human) receptor antagonism; O43603; GALR2-expressing cells, antagonist mode; inhibition, % at 4 µM; 140,000 compounds, 0.39% hits; AID 828; in the data active = inhibition above about 27%;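 note: cells stimulated with galanin 1-16 at roughly its EC80; 0% = agonist challenge control and 100% = basal control without agonist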
# Target sequence (O43603 whole entry, looked up): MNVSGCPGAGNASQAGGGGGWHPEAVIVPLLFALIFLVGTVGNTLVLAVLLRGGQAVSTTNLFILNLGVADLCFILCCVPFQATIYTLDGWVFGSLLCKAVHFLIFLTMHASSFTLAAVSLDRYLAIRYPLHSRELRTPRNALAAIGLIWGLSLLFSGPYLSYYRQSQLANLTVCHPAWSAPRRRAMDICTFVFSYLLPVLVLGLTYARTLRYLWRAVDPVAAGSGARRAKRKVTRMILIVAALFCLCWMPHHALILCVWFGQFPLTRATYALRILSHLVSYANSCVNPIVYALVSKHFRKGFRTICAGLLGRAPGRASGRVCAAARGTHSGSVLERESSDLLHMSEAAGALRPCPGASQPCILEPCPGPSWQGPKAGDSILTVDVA
# Measles CPE: protection of cells from measles virus. Measles virus-infected cells, CPE protection, absorbance. protection (pct of control), % at 4 µM. 140,000 compounds, 1.5% hits. AID 841; in the data active = protection mostly above about 24%, no sharp cut-off; inactive = mostly below about 26%; note: some compounds called inactive have numbers as strong as hits
# bCat KO growth: beta-catenin-lacking colon tumor cell growth suppression | 140,000 compounds, 1.5% hits | HCT116 beta-catenin knockout viability, CellTiter-Glo, 60 h; hits give low values | viability, % at 10 µM;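 active = viability at or under a set limit, the compound median less 4 SD, cut at about 6% in these data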;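 note: 0% = Hyamine 1622 control at 20 µM and 100% = untreated cell control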
# NPY Y2 blocker: NPY-Y2 (human) receptor antagonism | P49146 | NPY-Y2 expressing cells, antagonist mode | inhibition, % at 2.7 µM | 140,000 compounds, 0.99% hits; in the data active = inhibition above about 17%;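 note: 0% = vehicle with agonist challenge and 100% = reference antagonist with challenge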
# Target sequence (P49146 whole entry, looked up): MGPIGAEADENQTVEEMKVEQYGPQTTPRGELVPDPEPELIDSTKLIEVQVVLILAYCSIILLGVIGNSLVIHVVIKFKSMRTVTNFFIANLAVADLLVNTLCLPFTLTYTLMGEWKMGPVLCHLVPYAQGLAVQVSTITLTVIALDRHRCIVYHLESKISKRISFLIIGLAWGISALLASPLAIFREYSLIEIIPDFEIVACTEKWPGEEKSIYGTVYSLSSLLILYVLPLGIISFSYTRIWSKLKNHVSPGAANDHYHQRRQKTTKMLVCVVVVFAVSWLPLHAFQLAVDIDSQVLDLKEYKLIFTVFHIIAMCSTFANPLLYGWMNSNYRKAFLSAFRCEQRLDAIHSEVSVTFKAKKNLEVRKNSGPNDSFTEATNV
# MRP1 act: activates MRP-1; H69AR cells + doxorubicin, viability rescue, CellTiter-Glo; viability increase, % at 10 µM; 140,000 compounds, 0.61% hits; AID 799;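 active = viability gain under doxorubicin at or above a set limit, the compound median plus 3 SD, cut at about 4.7% in these data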;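 note: MRP-1 overexpressing cells given doxorubicin 25 µM after compound pretreatment; 18-22 h compound pretreatment then 72 h with doxorubicin before readout; 0% = doxorubicin-only wells and 100% = vehicle-treated cells without doxorubicin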
# Yeast lifespan up: extends the lifespan of yeast | S. cerevisiae growth with nicotinamide, OD615; deaD strain in restrictive glucose medium | inhibition of the nicotinamide effect, % at 10 µM | 130,000 compounds, 0.68% hits | AID 775;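 active = inhibition above a set limit, placed 3 SD over the median of all compounds, cut at about 26% in these data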;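 note: 0% = nicotinamide-treated wells and 100% = cells grown without nicotinamide; some compounds called inactive have numbers as strong as hits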
#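 Test system – modified budding yeast, DeaD strain · Compound – single dose 10 µM compound, 0.25% DMSO · Times – culture preincubation 4 h, compound exposure 48 h, both 30 °C · Detection – optical density (absorbance) at 615 nm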
# * = called active by the depositor; · = not tested or not shown; & = joins results of further samples. These rows are one share of the data (hit frequency here may not be typical).
SMILES,Phagocyt inh,PTEN del growth,Yeast growth inh,E-sel TNF inh,GALR2 antag,Measles CPE,bCat KO growth,NPY Y2 blocker,MRP1 act,Yeast lifespan up
COc1cccc(CNC2CN3CCC2CC3)c1OC (stereo unspecified),0,89,-55,-9,15,15,95,1,-1.0,-2
CCC(=NC1CCN(Cc2ccccc2)CC1)c1c(O)[nH]c(=O)[nH]c1=O,1,95,-28,-18,-3,9,116,7,-1.0,-17
Cc1ccc(-c2nc3ccccc3c(=O)n2-c2ncccc2C)cc1,·,86,-16,-28,0,4,81,5,-1.2,-7
O=C(COc1ccc(S(=O)(=O)N2CCOCC2)cc1)N1CCN(Cc2ccc3c(c2)OCO3)CC1,-1,54,-27,-34,14,3,45,2,-1.3,-6
CCCCN1C(=O)NC(=O)C2(Cc3ccccc3N3CCOCC32)C1=O (stereo unspecified),0,93,-10,-4,-2,11,79,0,-1.8,-8
O=P1(Nc2ccc(F)cc2)COc2ccccc2OC1,1,96,1,·,0,25,103,-2,-1.4,2
Cc1nn(-c2ccccc2)c2c1C(c1ccc3c(c1)OCO3)SCC(=O)N2 (stereo unspecified),0,92,-22,2,2,4,106,4,-0.1,-6
CC(=O)NC(=O)NC(C)Cc1ccccc1 (stereo unspecified),-3,101,-25,-4,8,12,93,0,0.4,-6
Cc1ccc2nsnc2c1-n1c(C)nc2ccccc2c1=O,0,93,-29,13,-8,13,101,-2,-0.9,-6
C=CCn1c(O)c(C(CC)=Nc2ccccc2NC(C)=O)c(=O)[nH]c1=O,-2,91,12,-4,-5,10,83,0,-1.7,-2
O=C(Nc1cccc(OC(=O)N2CCCCC2)c1)N1CCCCC1,-3,91,-25,4,7,15,92,-1,-1.7,-2
CCCCN(Cc1ccccc1)C1CCN(CCc2ccccc2)CC1,0,82,-40,13,-7,7,83,8,-3.2,3
C=CCn1c(O)c(/C=N/N2CCOCC2)c(=O)[nH]c1=S,-9,92,-15,9,5,15,92,6,-0.7,-3
CCc1cccc(CC)c1NC(=S)N1CC2CC(C1)c1cccc(=O)n1C2 (stereo unspecified),6,93,-18,-5,7,14,89,2,-0.1,0
COc1ccc(Br)cc1CN1CCN(C(=O)Cc2ccccc2)CC1,1,101,10,-8,6,8,102,7,0.0,-1
CN(C)CP(=O)(Nc1ccccc1)N(C)C (stereo unspecified),-1,102,-19,·,-5,1,101,1,-0.5,-12
COC(=O)C(O)(c1ccc2c(c1)CCCN2)C(F)(F)F (stereo unspecified),-1,107,-18,16,2,7,95,1,-2.0,-6
Cc1ccccc1-n1c(O)c(/C=N/Nc2nc3c(c(=O)n(C)c(=O)n3C)n2C)c(=O)[nH]c1=S,3,89,-46,·,-18,11,93,0,-1.1,20
S=C1CN=C(c2ccccc2Cl)c2cc(Cl)ccc2N1,·,90,-33,-4,3,6,85,7,-2.2,·
CCCNS(=O)(=O)c1ccc(OCC(=O)N2CCN(Cc3ccc4c(c3)OCO4)CC2)cc1,-1,68,-14,·,10,1,48,3,-2.9,-4
Nc1c(C(=O)NCc2ccco2)c2nc3ccccc3nc2n1CCN1CCCCC1,2,6,-47,4,-11,11,11,2,-6.5,-20
CCN1C(=O)C(=Cc2cc(C)n(C3CC3)c2C)C(=O)N(CC)C1=S,-12,90,-53,·,-13,41,92,1,0.6,1
CN1CCC2(CC1)NC(=O)C1=C(CN(C)CC1)N2,·,96,-25,-32,-6,15,97,2,-2.2,-12
COc1ccc2c(c1OC)C(=O)OC2c1c(O)n(C2CCCCC2)c(=O)[nH]c1=O (stereo unspecified),-1,88,-25,-30,8,3,93,1,-1.6,5
Fc1ccc2c(c1)nnn2C1CCN(Cc2nnnn2CCc2ccccc2)CC1,0,83,-5,15,-8,3,89,3,-0.1,-10
O=C1/C(=C\c2ccc([N+](=O)[O-])cc2)N2CCC1CC2,-4,71,-41,·,18,5,64,1,-2.7,35*
O=C(N/N=C/c1c(O)n(-c2ccccc2)c(=O)[nH]c1=O)c1ccncc1,-1,102,-1,18,4,1,98,1,-2.6,2
CC(C)(C)N(NC(=O)c1ccccc1)C(=O)c1ccccc1,·,99,-19,5,5,34,86,2,0.8,-13
CN(C)c1nc(OCCNC(=O)COc2ccc(Cl)cc2Cl)nc(N2CCCCC2)n1,·,79,-61,9,2,17,75,1,-0.7,2
Cc1ccc(S(=O)(=O)N2CCCC(C(=O)N3CCC4(CC3)OCCO4)C2)cc1 (stereo unspecified),-2,94,7,-10,7,19,89,-1,0.9,-10
CC1(C)CC(n2[nH]c(=O)c3c2NC(=O)CSC3c2ccccc2)CCO1 (stereo unspecified),-2,86,8,·,1,11,99,5,-2.5,-3
O=C1CCCN1c1ccc(S(=O)(=O)O)cc1 (tested in a mixture with another compound),-10,104,-11,·,0,28,90,0,-0.3,8
Cc1c2cnn(CC(=O)N3CCC4(CC3)OCCO4)c(=O)c2c(C)n1Cc1ccc(F)cc1,-2,91,-20,·,8,6,88,7,-4.0,-9
Cc1ccccc1CN1CCN(c2ccc(Cl)cc2)CC1,2,88,-38,2,-3,19,87,4,-0.1,1
CCOc1ccc(-n2c(CC)nc3ccccc3c2=O)cc1,0,77,-25,-31,13,4,64,0,-0.1,-10
COc1ccc(Oc2cc(NC(=O)c3nn(C)cc3[N+](=O)[O-])cc([N+](=O)[O-])c2)cc1,-1,1.4*,-50,90*,-1,1,1.6*,-1,-0.1,-11
CN(C)c1ccc(/C=C2\CC3C4CC=C5CC(O)CCC5(C)C4CCC3(C)C2=O)cc1 (stereo unspecified),-5,2.9*,-37,-9,3,3,2.1*,5,-6.3,4
c1ccc(CCN2CCC(N3CCN(c4ccccc4)CC3)CC2)cc1,0,87,-13,-13,-1,9,87,1,-3.1,-3
N#Cc1ccccc1Cn1cc(C(=O)c2ccco2)c2ccccc21,-1,63,-12,9,2,7,69,17*,-1.6,-6
Clc1cccc(C2NCCc3[nH]cnc32)c1 (stereo unspecified),·,60,-22,-19,2,7,62,3,-1.6,-2

# Part of the list above in order of molar mass, low to high.
SMILES,Phagocyt inh,PTEN del growth,Yeast growth inh,E-sel TNF inh,GALR2 antag,Measles CPE,bCat KO growth,NPY Y2 blocker,MRP1 act,Yeast lifespan up
Clc1cccc(C2NCCc3[nH]cnc32)c1 (stereo unspecified),·,60,-22,-19,2,7,62,3,-1.6,-2
O=C1CCCN1c1ccc(S(=O)(=O)O)cc1 (tested in a mixture with another compound),-10,104,-11,·,0,28,90,0,-0.3,8
O=C1/C(=C\c2ccc([N+](=O)[O-])cc2)N2CCC1CC2,-4,71,-41,·,18,5,64,1,-2.7,35*
CC(C)(C)N(NC(=O)c1ccccc1)C(=O)c1ccccc1,·,99,-19,5,5,34,86,2,0.8,-13
Cc1ccccc1CN1CCN(c2ccc(Cl)cc2)CC1,2,88,-38,2,-3,19,87,4,-0.1,1
c1ccc(CCN2CCC(N3CCN(c4ccccc4)CC3)CC2)cc1,0,87,-13,-13,-1,9,87,1,-3.1,-3
O=C(N/N=C/c1c(O)n(-c2ccccc2)c(=O)[nH]c1=O)c1ccncc1,-1,102,-1,18,4,1,98,1,-2.6,2
CC1(C)CC(n2[nH]c(=O)c3c2NC(=O)CSC3c2ccccc2)CCO1 (stereo unspecified),-2,86,8,·,1,11,99,5,-2.5,-3
Fc1ccc2c(c1)nnn2C1CCN(Cc2nnnn2CCc2ccccc2)CC1,0,83,-5,15,-8,3,89,3,-0.1,-10
Cc1ccc(S(=O)(=O)N2CCCC(C(=O)N3CCC4(CC3)OCCO4)C2)cc1 (stereo unspecified),-2,94,7,-10,7,19,89,-1,0.9,-10
COc1ccc(Oc2cc(NC(=O)c3nn(C)cc3[N+](=O)[O-])cc([N+](=O)[O-])c2)cc1,-1,1.4*,-50,90*,-1,1,1.6*,-1,-0.1,-11
CN(C)c1ccc(/C=C2\CC3C4CC=C5CC(O)CCC5(C)C4CCC3(C)C2=O)cc1 (stereo unspecified),-5,2.9*,-37,-9,3,3,2.1*,5,-6.3,4
Cc1c2cnn(CC(=O)N3CCC4(CC3)OCCO4)c(=O)c2c(C)n1Cc1ccc(F)cc1,-2,91,-20,·,8,6,88,7,-4.0,-9

# The listing continues:
SMILES,Phagocyt inh,PTEN del growth,Yeast growth inh,E-sel TNF inh,GALR2 antag,Measles CPE,bCat KO growth,NPY Y2 blocker,MRP1 act,Yeast lifespan up
CCOc1cc(CNCCc2c[nH]c3ccccc23)cc(Cl)c1OCC,-4,84,-32,·,-9,5,87,3,-4.9,0
CCN1CCN(Cc2cc(C(C)(C)C)c(O)c(C(C)(C)C)c2)CC1,0,77,-24,·,0,60*,86,3,-2.9,-3
COc1ccc(C(C)=O)cc1CC(C(=O)c1ccc(C)c(C)c1)N(C)C (stereo unspecified),-3,91,9,-22,-1,3,82,2,-1.9,8
CCCCn1c(NC(=O)c2ccco2)c(C(=O)OCC)c2nc3ccccc3nc21,-1,62,-32,·,1,4,64,13,-3.4,-17
CCN(CC)c1ccc(N=Cc2c(O)n(Cc3ccccc3)c(=O)[nH]c2=O)cc1,-1&-2,97&90,-20&-79,-10&4,5&-3,9&2,86&86,-1&5,-4.9&-2.1,0&7
CCC(CO)Nc1ccc([N+](=O)[O-])c2cccnc12 (stereo unspecified),8,96,-25,-47,-1,8,91,9,-2.2,-21
CCOP(=O)(OCC)C(O)c1ccc(OC)c(OC)c1 (stereo unspecified),·,97,-27,6,4,17,92,0,-1.5,2
CC(C)OP(=O)(OC(C)C)C(O)c1ccc(Br)cc1 (stereo unspecified),-7,95,-17,·,8,19,88,2,3.0,-1
CC(C)=CCSc1nnc([C@@H](N)Cc2c[nH]c3ccccc23)o1,0,109,-18,-13,11,31,97,5,-0.6,-8
CC(=O)c1cccc(OCC(O)CN2CC=C(c3ccccc3)CC2)c1 (stereo unspecified),0,81,-27,·,-3,5,73,9,-0.8,-9
CCCCn1c(O)c(/C=N/N2CCCCC2c2cccnc2)c(=O)[nH]c1=S (stereo unspecified),2,97,-21,9,-9,5,87,3,-0.9,-5
O=C1NC(=O)N(Cc2ccco2)C(=O)/C1=C/c1cccn1CCOc1ccccc1Cl,-5,93,-19,-11,-5,17,93,6,0.3,5
